Tcruzi prolif: inhibitors of T. cruzi proliferation. T. cruzi beta-gal in NIH3T3, GalScreen luminescence, 90 h. inhibition, % at 8.34 µM. hit rate 5.9% among 77,000;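 active = mean inhibition above about 93%, with at least 55% of replicates each passing it, limit read from the data, passing the limit was not always enough; inconclusive = only one of those two conditions holds; inactive = neither condition holds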
Pf Dd2 inh: P. falciparum Dd2 growth inhibition. activity change, % at 10 µM. AID 1159554. hit rate 2.3% among 94,000. SYBR Green, 72 h; stronger effect = lower value; in the data active = activity change below about -80%; inconclusive = no clear call, values can overlap the other calls
KDM4C inh: blocks human GASC-1 (KDM4C) demethylase activity; inhibition, % at 12.5 µM; hit rate 0.15% among 96,000; GST-KDM4C 2-372, H3K9me3 peptide, LANCE TR-FRET;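 active = mean replicate inhibition above about 25%, with at least 55% of replicates also reaching it, limit read from the data, passing the limit was not always enough; inconclusive = only one of those two conditions met; inactive = neither condition met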
Target sequence (Q9H3R0 2-372 limits assumed): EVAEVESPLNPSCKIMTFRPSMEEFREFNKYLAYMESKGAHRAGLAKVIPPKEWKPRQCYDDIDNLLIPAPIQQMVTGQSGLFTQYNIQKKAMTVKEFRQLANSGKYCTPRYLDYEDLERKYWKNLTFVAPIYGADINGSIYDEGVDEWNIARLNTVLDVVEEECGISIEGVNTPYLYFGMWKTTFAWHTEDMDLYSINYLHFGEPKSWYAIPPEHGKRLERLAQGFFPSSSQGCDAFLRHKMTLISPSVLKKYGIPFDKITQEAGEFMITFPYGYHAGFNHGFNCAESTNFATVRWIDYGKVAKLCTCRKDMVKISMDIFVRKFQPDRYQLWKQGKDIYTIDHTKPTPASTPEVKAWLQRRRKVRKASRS
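Test system – GST-tagged GASC-1 (JMJD2C) catalytic fragment, aa 2-372 · Medium – HEPES buffer, pH 7.5, plus ascorbate · Reagent – H3K9me3 peptide with Fe(II)/2OG · Compound – one test concentration per compound · Timing – 30 min reaction, 60 min detection, RT · Technique – TR-FRET with Eu antibody and ULight streptavidin, EDTA stop · Read-out basis – inhibition from TR-FRET ratio decrease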
C diff HTS: blocks growth of Clostridium difficile | hit rate 0.25% among 86,000 | Clostridium difficile clinical isolate growth, OD600, 24 h; stronger effect = lower value | growth activity, negative = inhibition, % at 16 µg/mL (by protocol) | AID 1259249;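 active = mean growth activity at or below -80% and every replicate also at or below -80%; inconclusive = mean at or below -80% but some replicate above -80%; inactive = mean growth activity above -80%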;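 note: 0% = DMSO wells and -100% = levofloxacin 16 µg/mL wells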
* marks the source's active call; other numbers are inactive results; ? = inconclusive; . = no result given; & = joins results of further samples.

No.	Structure	Tcruzi prolif	C diff HTS
1	C[C@@H]1CN([C@H](C)CO)C(=O)c2c(c3ccccc3n2C)-c2ccccc2CO[C@@H]1CN(C)C(=O)[C@H](Cc1ccccc1)N(C)C	68	12
2	C[C@@H]1CN([C@@H](C)CO)C(=O)Cc2cc(NC(=O)Nc3ccc(F)cc3)ccc2O[C@H]1CN(C)Cc1ccccc1	59	-1
3	COc1ccc2c3c(n(C)c2c1)[C@@H](CO)N(C(=O)C1CC1)CC31CN(C(=O)Nc2cccc(F)c2)C1	.	-11
4	COc1ccc(S(=O)(=O)N(C)C[C@H]2Oc3ccc(NC(=O)NC(C)C)cc3C(=O)N([C@H](C)CO)C[C@H]2C)cc1	32	0
5	C[C@@H]1CCCCO[C@H](CN(C)S(=O)(=O)c2cccs2)[C@@H](C)CN([C@@H](C)CO)C(=O)c2cc(NC(=O)c3ccncc3)ccc2O1	.	.
6	C/C=C/c1ccc([C@@H]2[C@H]3CN(S(=O)(=O)c4ccccc4)CCCCN3[C@H]2CO)cc1	84	-7
7	C[C@H](NC(=O)C[C@H]1CC[C@@H](NS(=O)(=O)c2cccc(F)c2)[C@@H](CO)O1)c1ccccc1	12	2
8	C[C@@H]1CN([C@@H](C)CO)C(=O)c2cccc(NS(=O)(=O)c3cn(C)cn3)c2O[C@@H]1CN(C)S(=O)(=O)c1cn(C)cn1	-14	-2
9	C[C@H]1CN([C@@H](C)CO)S(=O)(=O)c2ccc(C3=CCCCC3)cc2O[C@H]1CN(C)Cc1ccncc1	114*	8
10	C[C@@H]1CN([C@@H](C)CO)C(=O)CCCn2cc(nn2)CO[C@@H]1CN(C)C(=O)C1CCCCC1	45	0

No.	Pf Dd2 inh	KDM4C inh
1	-71	2.0
2	-85*	0.2
3	-88*	-1.9
4	2	0.0
5	-19	0.4
6	1	-1.0
7	8	-1.7
8	-20	0.9
9	-69	4.1
10	1	-0.6

Two compounds from above, showing only Pf Dd2 inh:
#	compound	Pf Dd2 inh
9	C[C@H]1CN([C@@H](C)CO)S(=O)(=O)c2ccc(C3=CCCCC3)cc2O[C@H]1CN(C)Cc1ccncc1	-69
10	C[C@@H]1CN([C@@H](C)CO)C(=O)CCCn2cc(nn2)CO[C@@H]1CN(C)C(=O)C1CCCCC1	1

Record cards, as listed above.
Record of C[C@@H]1CN([C@H](C)CO)C(=O)c2c(c3ccccc3n2C)-c2ccccc2CO[C@@H]1CN(C)C(=O)[C@H](Cc1ccccc1)N(C)C : Tcruzi prolif = 68; C diff HTS = 12; Pf Dd2 inh = -71; KDM4C inh = 2.0
Record of COc1ccc2c3c(n(C)c2c1)[C@@H](CO)N(C(=O)C1CC1)CC31CN(C(=O)Nc2cccc(F)c2)C1 : Tcruzi prolif = .; C diff HTS = -11; Pf Dd2 inh = -88*; KDM4C inh = -1.9

The listing continues.
No.	Structure	Tcruzi prolif	C diff HTS
11	C[C@@H]1CN([C@H](C)CO)S(=O)(=O)c2ccc(-c3ccccc3)cc2O[C@H]1CN(C)C(=O)C1CC1	116	-11
12	C[C@@H]1CN([C@H](C)CO)C(=O)Cc2cc(NC(=O)CCN3CCOCC3)ccc2O[C@@H]1CN(C)Cc1ccncc1	23	1
13	O=C(C1CCCCC1)N1CC2(C1)[C@H](c1ccccc1)[C@H](CO)N2CC1CCCC1	.	56
14	CS(=O)(=O)Nc1ccc2c(c1)[C@@H]1C[C@@H](CC(=O)NCc3ccc(Oc4ccccc4)cc3)O[C@@H](CO)[C@@H]1O2	-25	-2
15	CN1c2ccc(-c3ccc(C#N)cc3)cc2[C@H]2[C@H](CCN2S(=O)(=O)c2ccc(F)cc2)[C@H]1CO	77	-9
16	COc1ccc2c3c(n(C)c2c1)[C@@H](CO)N(CC1CC1)CC31CN(C(=O)CC2CC2)C1	.	6
17	COc1ccc2c3c([nH]c2c1)[C@@H](CO)N(S(=O)(=O)c1ccc(C)cc1)CC31CCN(Cc2nccs2)CC1	.	-5
18	Cc1ccc(S(=O)(=O)Nc2ccc3c(c2)CC(=O)N([C@H](C)CO)C[C@@H](C)[C@H](CN(C)C(=O)Nc2ccc(C(F)(F)F)cc2)O3)cc1	32	-15
19	CCC(=O)N1CCC2(CC1)CN(Cc1ccc3c(c1)OCO3)[C@@H](CO)c1c2c2ccc(OC)cc2n1C	.	-2
20	O=C(CN1CCOCC1)N1CC[C@@H]2[C@H]1c1cc(-c3ccccc3)ccc1N[C@@H]2CO	?	-11

No.	Pf Dd2 inh	KDM4C inh
11	-2	1.7
12	3	0.3
13	-11	-0.2
14	13	2.6
15	-30	-1.6
16	-10	-0.8
17	-73	-2.5
18	-21	2.6
19	-91*	1.0
20	7	0.3

(next part)
No.	Structure	Tcruzi prolif	C diff HTS
21	C[C@@H]1CN([C@H](C)CO)C(=O)c2cc(NC(=O)Nc3cccc4ccccc34)ccc2O[C@@H](C)CCCCO[C@H]1CN(C)S(=O)(=O)c1cccs1	24	.
22	C[C@@H]1CN([C@@H](C)CO)C(=O)c2cccc(NS(=O)(=O)c3cccs3)c2O[C@@H]1CN(C)Cc1ccc(-c2ccccc2)cc1	95	24
23	CCCNC(=O)N1[C@@H]2CN(C(=O)c3ccncc3)c3ccccc3[C@@H]2[C@@H]1CO	4	-5
24	C[C@@H]1CN([C@@H](C)CO)S(=O)(=O)c2ccc(C#Cc3ccc(F)cc3)cc2O[C@H]1CN(C)C	-46	-2
25	C[C@@H]1CN([C@@H](C)CO)C(=O)CCCn2nncc2CO[C@@H]1CN(C)C(=O)Nc1ccc2c(c1)OCO2	4&16	0
26	C[C@@H]1CN([C@H](C)CO)C(=O)c2cccc(NC(=O)c3nc4ccccc4s3)c2O[C@H]1CN(C)CC1CCCCC1	-81	10
27	CCCNC(=O)C[C@H]1C[C@H]2c3cc(NC(=O)C4CCC4)ccc3O[C@H]2[C@@H](CO)O1	-40	-2
28	C[C@@H]1CCCCO[C@H](CN(C)S(=O)(=O)c2ccccc2)[C@@H](C)CN([C@H](C)CO)C(=O)c2cc(NC(=O)Nc3ccc(F)cc3)ccc2O1	84	9
29	O=C(C[C@@H]1CC[C@@H]2[C@H](COC[C@@H](O)CN2C(=O)c2ccncc2)O1)NCc1cc(F)cc(F)c1	5	.
30	CCC(=O)N1CC2(C1)[C@@H](c1ccc(-c3ccccc3C)cc1)[C@H](CO)N2C(=O)CC	.	5

No.	Pf Dd2 inh	KDM4C inh
21	-21	-1.7
22	-24	1.5
23	3	0.0
24	3	-3.8
25	13&19	-0.6
26	-11	0.4
27	2	0.4
28	-54	-1.5
29	8	0.4
30	5	-1.9

(more compounds)
No.	Structure	Tcruzi prolif	C diff HTS
31	O=C(C[C@@H]1C[C@@H]2c3cc(NC(=O)CC4CC4)ccc3O[C@@H]2[C@@H](CO)O1)NCc1cccnc1	100*	1
32	CNC[C@H]1Oc2ccc(NC(=O)Cc3ccccc3)cc2CC(=O)N([C@H](C)CO)C[C@@H]1C	0	3
33	Cc1noc(C)c1NC(=O)Nc1ccc2c(c1)CC(=O)N([C@H](C)CO)C[C@@H](C)[C@@H](CN(C)C(=O)Nc1ccc(C(F)(F)F)cc1)O2	63	-4
34	C[C@H](CO)N1C[C@H](C)[C@H](CN(C)C)Oc2ccc(NC(=O)Nc3ccc(F)cc3)cc2CC1=O	.	3&-5
35	C[C@H](CO)N1C[C@H](C)[C@H](CN(C)Cc2ccccc2)Oc2ncc(C#Cc3cccnc3)cc2C1=O	101*	.
36	COc1ccc(S(=O)(=O)N(C)C[C@H]2Oc3ccc(NC(=O)NC(C)C)cc3CC(=O)N([C@H](C)CO)C[C@@H]2C)cc1	27	-6
37	CO[C@H]1CN(C)C(=O)c2ccc(NC(=O)c3ccno3)cc2OC[C@@H](C)N(S(C)(=O)=O)C[C@H]1C	.	5
38	O=C(C[C@H]1CC[C@H]2[C@@H](COC[C@@H](O)CN2C(=O)Nc2ccc(C(F)(F)F)cc2)O1)NCCc1ccncc1	35	-9
39	C[C@H](CO)N1C[C@H](C)[C@@H](CN(C)Cc2ccc(C(=O)O)cc2)Oc2ccc(NC(=O)C3CCCCC3)cc2CC1=O	60	-2
40	CC(C)NC(=O)Nc1cccc2c1O[C@@H](CN(C)C(=O)Nc1ccccc1)[C@H](C)CN([C@H](C)CO)C2=O	0	-2

No.	Pf Dd2 inh	KDM4C inh
31	18	-4.2
32	53	1.0
33	18	-1.3
34	10	0.1
35	-20	-0.6
36	-9	0.7
37	29	0.6
38	-3	-2.6
39	8	0.0
40	-10	1.4

Next structures.
No.	Structure	Tcruzi prolif	C diff HTS
41	C[C@@H]1CCCCO[C@H](CN(C)Cc2ccncc2)[C@H](C)CN([C@@H](C)CO)C(=O)c2cc(NC(=O)Nc3ccc(C(F)(F)F)cc3)ccc2O1	87	-1
42	C[C@@H]1CCCCO[C@@H](CN(C)Cc2ccccc2)[C@H](C)CN([C@H](C)CO)C(=O)c2cc(NS(=O)(=O)c3ccccc3)ccc2O1	59	.
43	COc1ccc(-c2ccc([C@@H]3[C@H]4CNCC(=O)N4[C@H]3CO)cc2)cc1	.	3
44	COc1ccc(NC(=O)Nc2ccc3c(c2)[C@@H]2C[C@@H](CC(=O)O)O[C@H](CO)[C@@H]2O3)cc1	.	0
45	C[C@H](O)C#Cc1ccc2c(c1)O[C@H](CN(C)Cc1ccccn1)[C@@H](C)CN([C@@H](C)CO)S2(=O)=O	42	7
46	O=C([C@@H]1[C@@H](CO)[C@@H]2Cn3c(ccc(-c4cccnc4)c3=O)[C@H]1N2Cc1ccncc1)N1CCOCC1	29	-2
47	C[C@H]1CN([C@@H](C)CO)C(=O)c2cccc(NC(=O)C3CCCCC3)c2O[C@H]1CN(C)Cc1ccc(C(F)(F)F)cc1	-218	9
48	CO[C@H]1CN(C)C(=O)c2cc(NC(=O)Cc3ccccc3)ccc2OC[C@@H](C)N(C(C)=O)C[C@H]1C	41	.
49	COc1cccc(C#Cc2cnc3c(c2)C(=O)N([C@H](C)CO)C[C@@H](C)[C@@H](CN(C)C)O3)c1	90	-2
50	COc1ccc2c3c([nH]c2c1)[C@H](CO)NCC31CCN(S(=O)(=O)c2ccccc2)CC1	.	1

No.	Pf Dd2 inh	KDM4C inh
41	-75	-2.4
42	-47	1.2
43	-51	1.1
44	0	0.7
45	-63	2.2
46	17	2.0
47	-12	-2.1
48	-12	1.3
49	-26	1.7
50	-77	-0.8

The list continues:
No.	Structure	Tcruzi prolif	C diff HTS
51	O=C(C[C@@H]1C[C@H]2c3cc(NC(=O)Nc4ccccc4)ccc3O[C@H]2[C@@H](CO)O1)NCC1CC1	59	-4
52	C[C@@H]1CN([C@@H](C)CO)C(=O)c2cc(NC(=O)CCC(F)(F)F)ccc2O[C@@H](C)CCCCO[C@@H]1CN(C)S(=O)(=O)c1ccccc1	14	6
53	COc1ccccc1-c1ccc2c(c1)O[C@@H](CN(C)C(=O)Nc1cccc(F)c1)[C@@H](C)CN([C@@H](C)CO)S2(=O)=O	10	9
54	O=C(Cc1ccccc1)N1CC[C@@H]2[C@H](CO)Nc3ccc(Br)cc3[C@@H]21	39	-6
55	Cc1ccc(-c2ccc([C@@H]3[C@@H](CO)N4C(=O)CN(C(=O)Cc5ccccn5)C[C@@H]34)cc2)cc1	.	-2
56	CCS(=O)(=O)N[C@H]1CC[C@H](CC(=O)Nc2ccc(-c3ccccc3)cc2)O[C@@H]1CO	54	.
57	C[C@H](CO)N1C[C@H](C)[C@H](CN(C)C(=O)Nc2ccccc2)Oc2c(NC(=O)c3ccncc3)cccc2C1=O	.	12&9
58	O=C(Nc1cc(F)ccc1F)N[C@H]1CC[C@@H](CCn2cc(C3CCCCC3)nn2)O[C@H]1CO	.	-10
59	C[C@@H]1CN([C@@H](C)CO)C(=O)c2cc(C3=CCCC3)cnc2O[C@H]1CN(C)C	24	11
60	COc1ccccc1-c1ccc2c(c1)O[C@@H](CN(C)C)[C@H](C)CN([C@H](C)CO)S2(=O)=O	102*	-5

No.	Pf Dd2 inh	KDM4C inh
51	11	-0.2
52	-45	0.8
53	-58	-1.9
54	48	-3.3
55	-50	-0.6
56	-32	1.0
57	13	-1.1
58	5	3.6
59	13	0.8
60	-29	11

More structures follow.
No.	Structure	Tcruzi prolif	C diff HTS
61	Cc1noc(C)c1S(=O)(=O)Nc1ccc2c(c1)C(=O)N([C@H](C)CO)C[C@@H](C)[C@@H](CN(C)C(=O)Nc1ccccc1)O2	65	-2
62	COc1ccc2c3c([nH]c2c1)[C@@H](CO)N(C(=O)c1ccccc1)CC31CN(C(=O)c2cccc(F)c2)C1	.	3
63	CNC(=O)C[C@H]1CC[C@H]2[C@@H](COc3ccc(NC(=O)c4cc(F)cc(F)c4)cc3C(=O)N2C)O1	6	5
64	C[C@H](CO)N1C[C@H](C)[C@@H](CN(C)C(=O)Nc2cccc3ccccc23)Oc2ccc(N(C)C)cc2C1=O	39	1

No.	Pf Dd2 inh	KDM4C inh
61	9	0.6
62	-25	0.9
63	-4	-1.0
64	-37	0.2

Screens as filed in PubChem.
